Bioassay records deposited in PubChem by The Scripps Research Institute Molecular Screening Center.
MITF primary: MITF inhibitors, primary screen, biochemical, AlphaScreen, human; Microphthalmia-associated transcription factor (Homo sapiens), O75030; AlphaScreen MITF homodimerization, bead proximity signal; inhibition, % at 2.6 µM; 650,000 tested, 0.91% active; in the data active means inhibition above about 50%;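 further: 0% = vehicle wells with protein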
GPR151 ag: activators of human GPR151, primary screen, cell-based, PathHunter beta-arrestin, luminescence; G-protein coupled receptor 151 (Homo sapiens), Q8TDV0; activation, % at 11.2 µM; PathHunter beta-arrestin GPR151 cells; 650,000 tested, 1% active; in the data active means activation above about 4.9%;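 further: 0% = median of compound wells and 100% = cells with positive control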
TEAD-YAP block: TEAD-YAP interaction inhibition, primary screen, TEAD-YAP interaction inhibitor project, luminescence, HEK-TIYL cells; AID 1259422, 2018; TEAD-Gal4/YAP UAS-luciferase luminescence; inhibition, % at 9.12 µM; 640,000 tested, 1.4% active; in the data active means inhibition above about 32%;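 further: 0% = median of test compound wells and 100% = reference inhibitor wells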
FBW7 activator: FBW7 E3 ligase activators, primary screen, biochemical, AlphaScreen, human; F-box/WD repeat-containing protein 7 (Homo sapiens), Q969H0; AlphaScreen FBW7–phospho-cyclin E peptide binding, activator screen; normalized activity (activation), % at 26.1 µM; 650,000 tested, 0.13% active; in the data active means normalized activity above about 1.9%;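 further: purified mutant Fbw7 with reduced substrate affinity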
Target sequence (Q969H0 whole entry, looked up): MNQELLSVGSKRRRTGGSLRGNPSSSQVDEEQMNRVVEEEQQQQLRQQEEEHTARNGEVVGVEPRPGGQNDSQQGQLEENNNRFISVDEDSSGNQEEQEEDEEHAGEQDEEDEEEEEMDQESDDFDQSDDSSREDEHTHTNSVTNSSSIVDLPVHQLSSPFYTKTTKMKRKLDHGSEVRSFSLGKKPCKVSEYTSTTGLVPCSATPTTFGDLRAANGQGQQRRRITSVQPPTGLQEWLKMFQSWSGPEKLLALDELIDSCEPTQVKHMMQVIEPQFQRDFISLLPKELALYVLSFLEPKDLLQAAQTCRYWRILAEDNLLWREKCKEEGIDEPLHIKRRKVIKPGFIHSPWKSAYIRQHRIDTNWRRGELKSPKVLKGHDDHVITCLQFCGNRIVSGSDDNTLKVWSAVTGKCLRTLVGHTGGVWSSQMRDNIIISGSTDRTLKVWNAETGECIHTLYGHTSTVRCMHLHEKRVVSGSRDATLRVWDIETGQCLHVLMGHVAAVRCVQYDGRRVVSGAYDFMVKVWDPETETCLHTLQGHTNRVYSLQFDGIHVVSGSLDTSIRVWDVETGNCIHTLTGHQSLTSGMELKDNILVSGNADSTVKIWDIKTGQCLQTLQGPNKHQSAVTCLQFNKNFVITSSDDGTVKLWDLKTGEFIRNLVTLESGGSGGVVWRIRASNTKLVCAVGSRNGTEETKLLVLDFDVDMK
* marks the source's active call; other numbers are inactive results.

SMILES	MITF primary	GPR151 ag	TEAD-YAP block	FBW7 activator
COc1ccc(NC(=O)CSc2nc(O)c(C(C)C)c(=O)[nH]2)cc1	8.6	0.2	15.4	0.3
CSc1ncc(C(=O)Nc2ccc(F)cc2C)c(C)n1	8.8	-0.3	-4.2	0.0
CCOc1ccc(-n2nnnc2-c2nc3ccccc3s2)cc1	13.5	0.9	42.4*	0.1
O=C1CCCC/C1=C/Nc1ccc(Br)cc1Cl	5.3	1.0	-9.7	0.1
Brc1ccc(NCn2cnc3ccccc32)cc1	10.2	-0.8	-1.8	0.6
O=C(c1cc2cc([N+](=O)[O-])ccc2s1)N1CCN(c2ccccc2)CC1	2.9	-0.5	-5.1	0.1
C/C(=N\NC(=O)c1ccccc1I)c1ccc(O)cc1	5.9	-0.3	-8.6	-0.1
COc1ccc(C(=O)c2c(C)cc3ccccn23)cc1	-7.4	-1.1	1.4	0.5
Cc1oc(-c2ccccc2)nc1C(=O)OCC(=O)c1ccc(NC(=O)CC(C)C)cc1	22.8	-0.4	-8.7	-0.1
CC(=O)Nc1ccc(C(=O)Nc2ccccc2)c(NC(C)=O)c1	-9.3	-0.3	1.3	-0.2
CCOC(=O)c1cnc2ccc(OCC)cc2c1Nc1cccc(Cl)c1C	14.9	-1.1	10.5	0.0
C=CCN(CC=C)C(=O)CN1C(=O)NC(C)(c2ccc3cc(OC)ccc3c2)C1=O (stereo not given)	-0.9	-0.5	0.1	-0.2
CC1(C)CC(C(CCN)c2ccc(F)cc2)CCO1 (stereo not given)	-8.9	-0.4	-5.9	0.0
Cc1cc(S(=O)(=O)Nc2ccccn2)c(C)cc1Br	2.4	-0.5	-5.4	0.1
CCSc1nnc(NC(=O)CC(NC(=O)c2ccccc2)c2ccccc2)s1 (stereo not given)	8.2	0.8	4.8	-0.1
CCOC(=O)c1sc(NC(=O)c2nn3c(C(F)(F)F)cc(-c4ccc(Br)cc4)nc3c2Cl)c(C(=O)OCC)c1C	8.9	2.7	14.5	0.0
N#C/C(=C\c1ccc(-c2ccc([N+](=O)[O-])cc2)o1)C(=O)O	9.5	-1.5	-1.7	0.6
CCCCN(CCCC)Cc1c(C(=O)O)nc[nH]c1=O	-1.5	1.8	-4.5	-0.2
Cc1nnc(CN(C)C(=O)CC2C(=O)NCCN2Cc2c(F)cccc2Cl)o1 (stereo not given)	-1.5	-0.7	-6.1	-0.1
CC(CC(=O)N1CCC2(CC1)NC(=O)c1cccnc1N2C)n1nnc2ccccc21 (stereo not given)	22.0	2.3	2.0	0.4
COc1cc(N)c(Cl)cc1C(=O)OCC(=O)Nc1ccc(Br)cc1F	1.2	-0.2	-8.4	0.0
CCc1ccc(Nc2nnc(SCCSC)s2)cc1	5.9	-0.2	-23.9	0.2
COc1cccc(NC(=O)CCC(=O)N2CC(C)Oc3ccc(C)cc32)c1 (stereo not given)	-5.0	0.5	12.0	0.2
Cc1ccc(S(=O)(=O)NC(=O)NCc2cccc(Oc3ccccc3)c2)cc1	3.6	0.4	2.8	0.0
COc1cc(/C=C(\C#N)c2cccc(C#N)c2)c([N+](=O)[O-])cc1OC	6.9	0.6	5.6	-0.1
Cn1c(=NC(=O)C2COc3ccccc3O2)sc2cc(S(C)(=O)=O)ccc21 (stereo not given)	-3.4	-0.8	-10.8	-0.1
COc1ccc(NC(=O)CCCn2c(=O)c3sccc3n(CC(N)=O)c2=O)cc1	-3.4	-0.1	2.4	0.0
C/C(=N\NC(=O)c1nnn(-c2nonc2N)c1C)c1ccco1	-6.3	-0.3	0.3	-0.1
O=C(CN1CCN(Cc2ccc(Cl)cc2)C1=O)NCc1ccc(F)cc1	-5.8	-0.4	-11.2	0.2
O=C(CO/N=C\c1ccccc1)Nc1ccccc1C(=O)O	22.3	-1.3	-1.3	0.1
COc1ccc([N+](=O)[O-])cc1N(CC(O)CN(CC(C)C)CC(C)C)S(=O)(=O)c1ccc(C)cc1 (stereo not given)	-8.4	1.2	-9.2	-0.1
COC(=O)C1=CN(CC(C)C)C=C(C(=O)OC)C1c1cccc(Br)c1	-11.3	-1.5	7.5	1.0
Cn1c(-c2cc3cc(Cl)ccc3oc2=O)nc2ccccc21	4.1	0.5	1.8	-0.1
CCc1ccc(-c2csc(=Nc3cc(OC)c(Cl)cc3OC)n2C)cc1	26.8	-0.2	19.0	-0.3
C=C(C)CN(CC)c1ccc(N2C(=O)CCCC2=O)cc1[N+](=O)[O-]	20.9	0.3	-12.6	0.9
CCc1nc2sc3c(c2c2nnc(C)n12)CCC3	-6.4	-0.3	9.0	-0.1
CC(Oc1ccccc1)C(=O)NNC(=O)CC12CC3CC(CC(C3)C1)C2 (stereo not given)	-9.5	1.5	6.8	0.0
Cc1c(Cl)cccc1NC(=O)C1CC1(c1ccccc1)c1ccccc1 (stereo not given)	8.2	1.5	-0.3	0.1
CCOC(=O)c1ccc(CN(Cc2ccccc2)S(=O)(=O)c2ccc(OC)cc2)cc1	-140.0	0.9	0.3	0.1
COc1ccc(NC(=O)CN2C(=O)C(c3ccc(F)cc3)=NC23CCCCC3)c(OC)c1	2.0	0.5	-0.6	0.0
COc1ccc(C2=NS(=O)(=O)N(C)C(C(=O)Nc3cccc(O)c3)=C2)cc1OC	-0.1	1.5	19.4	0.0
O=c1c2ccccc2nc(-c2ccccc2Cl)n1Cc1ccccc1Cl	-0.8	0.7	1.9	0.0
CNc1nc(N2CCCCC2)nc(N)c1[N+](=O)[O-]	9.7	-0.2	-2.2	0.0
O=C(NNC(=O)c1nc(-c2ccccc2)n(-c2ccccc2)n1)c1ccc2nc[nH]c2c1	3.1	-0.1	-4.8	-0.1
c1cc(-c2noc(C3CCCCC3)n2)ccn1	11.1	-0.2	-14.9	-0.1
OCn1c2ccccc2c2cc(Cl)ccc21	12.3	1.4	7.4	0.2
Cc1noc(C)c1COc1ccc(C(=O)OCc2ccccc2F)cc1	5.2	0.2	2.9	0.6
CCOc1ccc(NC(=O)c2cc(S(=O)(=O)NCCc3ccccc3)ccc2F)cc1	-1.8	0.0	7.6	0.0
Cc1ccc(N2C(=O)CSC2c2cccc(C(F)(F)F)c2)cc1F (stereo not given)	4.0	-1.2	-5.6	0.2
COCCNC(=O)c1nnc(-c2ccccc2)o1	41.2	0.8	-21.4	-0.1
Cc1cc(OC(=O)CC(C)(C)C)c([N+](=O)[O-])c(=O)[nH]1	16.7	3.0	-1.2	0.1
Cc1ccc(CN2CCNC(=O)C2CC(=O)N(C)Cc2ccncn2)o1 (stereo not given)	-3.4	0.6	-1.7	0.1
CN(C)S(=O)(=O)N1CCC(Oc2ccc(C(=O)NC3Cc4ccccc4C3)cc2)CC1	16.1	-1.3	-11.6	0.2
O=C(CC(=O)N1CCOCC1)Nc1ccc2nc3n(c(=O)c2c1)CCCCC3	1.7	1.3	3.8	-0.5
CC1CN(C(=O)CN2C(=O)c3ccccc3S2(=O)=O)CC(C)O1 (stereo not given)	12.8	-0.2	-2.7	0.3
COc1cc(NC(=O)CN2C(=O)C(=O)N(CC(C)C)C2=O)cc(OC)c1	-6.3	-0.3	-8.7	-0.1
O=C(NC1CCC(NC(=O)c2ccc3c(c2)OCO3)CC1)c1ccc2c(c1)OCO2 (stereo not given)	-7.5	-0.3	1.5	-0.1
Cc1ccc(-n2nc3c(c2NC(=O)c2cccc(C(F)(F)F)c2)CSC3)cc1	8.1	0.0	6.9	0.1
CCOc1ccc(NC(=O)c2c(NCc3cccs3)sc3c2CCC(C)C3)cc1 (stereo not given)	5.4	0.0	5.8	0.0
CN1CCc2c(sc(NC(=O)c3cc(Cl)cc(Cl)c3)c2C(N)=O)C1	18.0	-1.4	-13.8	0.2

Going on with the list.
SMILES	MITF primary	GPR151 ag	TEAD-YAP block	FBW7 activator
CCOC(=O)C1(CC2CC2)CCN(Cc2ccc(C(=O)OC)cc2)CC1	17.8	-0.9	8.5	0.1
CC(C)NC(=O)C(=O)NNC(=O)C12CC3CC(CC(C3)C1)C2	-5.5	1.0	-0.7	-0.1
COc1ccc(/C(N)=N/OC(=O)c2cc(Br)ccc2Cl)cc1	-0.8	-2.3	-3.7	-0.1
O=C(Cc1csc(-n2cccc2)n1)N1CCN(c2ccccn2)CC1	2.6	5.5*	6.7	-0.2
Cc1ccc(C2C3=C(CCCC3=O)Nc3ccccc3N2C(=O)C(C)C)cc1 (stereo not given)	13.5	2.2	7.2	0.7
CC1(C)CC(=O)C2=C(C1)Nc1ccccc1NC2c1cccc(I)c1 (stereo not given)	-2.7	2.2	-10.8	0.5
CC(=O)Nc1ccc(NC(=O)c2cnc(N3CCN(c4ccccn4)CC3)s2)cc1	7.9	1.3	-0.9	0.1
CCCC(=O)Nc1ccc2nc(SCC(=O)Nc3cccc([N+](=O)[O-])c3)sc2c1	6.7	0.5	-15.8	0.5
O=C(CSc1ncnc2sc3c(c12)CCCCC3)NCc1ccco1	-13.9	-1.3	8.4	-0.2
COC(=O)c1ccc(CN2CCc3nnc(C(NS(C)(=O)=O)C(C)C)n3CC2)cc1 (stereo not given)	-2.1	1.4	-10.0	0.1
N#CCSc1nc(Nc2ccc(F)cc2)c2ccccc2n1	-12.2	0.3	9.6	-0.1
COc1ccc(NC(=O)CN2CCN(C3c4ccccc4-c4ccccc43)CC2)cc1	4.1	0.0	1.3	-0.2
Cc1cccc2sc(NC(=O)c3cn(C)c(=O)c4ccccc34)nc12	2.3	2.8	5.1	0.0
CCN(CC)S(=O)(=O)c1ccc2[nH]c3nc(SCC(=O)N4CCCCCC4)nnc3c2c1	-3.3	-0.4	-10.1	0.1
COc1ccc(/C=C/C(=O)O)cc1S(=O)(=O)NCc1ccccc1	-9.2	0.7	3.6	-0.1
COc1ccc(Br)cc1C(=O)N/C(=C\c1ccc([N+](=O)[O-])cc1)C(=O)Nc1cccc(C)c1	-0.9	-0.2	-7.0	0.1
CCOc1ccc(OCCCOc2cccc(OC)c2)cc1	8.3	-0.7	6.0	0.9
CCc1ccc(-c2nc(CC(=O)O)cs2)cc1	7.1	-1.0	-13.4	0.5
COCc1ccc(C(=O)N2CCOc3c(cc(-c4ccc(OC)nn4)cc3OC)C2)o1	-12.8	1.8	-17.6	0.0
CCCCOc1ccccc1NS(=O)(=O)c1cc(C)sc1C	10.2	-0.4	-12.2	-0.1
CC1CCc2nc(NC(=O)c3sc4ccccc4c3Cl)sc2C1 (stereo not given)	-5.0	-0.8	-18.9	-0.1
COCCNC(=O)c1ccccc1NC(=O)c1ccc(F)cc1	-3.2	2.0	-4.1	-0.1
Nc1nc(CSc2nnc(N)s2)nc(N2CCOCC2)n1	20.8	-0.7	4.7	0.6
CCOC(=O)c1c(C)oc2c1C(=O)c1ccccc1C2=O	9.3	-0.1	-21.5	0.0
O=C(COC(=O)C1CC1)Nc1ccc([N+](=O)[O-])cc1C(F)(F)F	6.3	-0.5	11.5	0.1
CCC1CN(CCNC(=O)C(C)n2cncn2)Cc2cc(OC)ccc2O1 (stereo not given)	2.8	1.8	2.8	0.5
Cc1ccc(CNC(=O)Cn2c(=S)[nH]c3ccccc3c2=O)cc1	6.7	-0.5	8.9	-0.1
Clc1ccc(Cn2nnc(-c3ccc(CN4CCOCC4)cc3)n2)cc1	-8.4	2.6	-2.2	-0.2
O=C(N/N=C/c1ccc(C(F)(F)F)cc1)c1ccco1	13.7	-1.0	-97.3	0.0
CCn1c(C(=O)OC)cc2oc(C)cc21	-1.1	1.5	3.2	0.0
O=C(Nc1ccc(S(=O)(=O)NC23CC4CC(CC(C4)C2)C3)cc1)c1cccnc1	7.1	-0.1	10.4	-0.2
O=C(c1ccc2cc[nH]c2c1)N1CCN(C(=O)C(c2ccccc2)c2ccccc2)CC1	7.8	5.6*	10.0	-0.1
Cc1c(C(=O)c2ccccc2)oc2cc(NC(=O)C(C)C)ccc12	-5.3	-0.6	-0.4	0.3
O=C(CSc1nc2ccccc2nc1Cc1ccc(F)cc1)Nc1ccccc1Cl	7.6	-0.8	-5.5	0.2

Hits appear at their usual frequency, and some 3.4% of all compounds hit somewhere here.
